TLR9-MyD88 block: inhibitors of human TLR9-MyD88 binding. hit rate 0.21% among 340,000. CHO BLA complementation TLR9-MyD88, CCF4 FRET ratio. inhibition, % at 4.98 µM;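 active = inhibition above the mean over all tested compounds plus 3 SD, cut at about 21% in these data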;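 also: 0% = DMSO only wells and 100% = clavulanate BLA inhibitor control wells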
NOD2 RIPK2 PPI: blocks binding of human NOD2 to RIPK2. O43353. CHO BLA complementation NOD2-RIPK2, CCF4 ratio. inhibition, % at 4.98 µM. hit rate 0.38% among 360,000; in the data active = inhibition above about 21%;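 also: 0% = vehicle only and 100% = reference blocker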
MC4R antagonist: blocks human MC4R cAMP signaling; MC4R-expressing cells, MTII-stimulated cAMP, LANCE TR-FRET; inhibition, % at 6.5 µM; P32245; hit rate 0.48% among 360,000;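 active = inhibition above its plate's cutoff, the mean of tested wells on that plate plus 3 SD, cut at about 29% in these data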;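 also: 0% = Melanotan II alone and 100% = Melanotan II plus saturating MCL0020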
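Material – human MC4R-expressing U2OS cells · Repeats – no replicates · Detection – TR-FRET with Eu-cAMP and labeled anti-cAMP, 671 nm · Times – compound 30 min, challenge 1 h, detection 1 h · Compound – single nominal compound dose of 6.5 µM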
MC4R barr agon: agonists of human melanocortin 4 receptor (MC4R) beta-arrestin. P32245. U2OS MC4R beta-arrestin complementation, luminescence; percent of melanotan II response, DMSO zero. activation, % at 8.9 µM. hit rate 0.98% among 360,000. AID 540308;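 active = activation above a per-plate cutoff, the mean activation of sample wells on that plate plus 3 SD, cut at about 8% in these data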
Vif imaging: blocks HIV Vif function; inhibition, % at 7.49 µM; HEK293T cells, Vif self-association by quenched fluorescence, imaging, 24 h; hit rate 0.35% among 340,000; in the data active = inhibition above about 50%, passing the limit was not always enough; inconclusive = no clear call, values can overlap the other calls; inactive = below about 31%; also: some results filed as inactive read as strong as hits
N-glyco inh: N-linked glycosylation inhibition | D54 ERlucT glycosylation luciferase reporter, 24 h; percent of 100 nM tunicamycin response | reporter increase, % at 12.5 µM | hit rate 0.23% among 360,000 | AID 588692;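 active = mean luciferase reporter signal, scaled so untreated is 0 and the glycosylation-blocking control 100, at or above a set limit in every replicate; inconclusive = mean reaches the limit but not every replicate does; inactive = mean below the limit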;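 also: luciferase carries N-glycosylation sites so blocking glycosylation raises the light; 0% = median of neutral control wells and 100% = median of 100 nM tunicamycin wells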
aDG glyco up: alpha-DG glycosylation activation. activation, % at 10 µM. Pro5-aDG cells, alpha-DG glycosylation AlphaScreen (IIH6); 0% Pro5, 100% B10-LARGE cell signal. hit rate 0.22% among 360,000;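 active = activation of at least 8% versus controls, or a plate z-score of at least 8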;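 also: Pro5 are CHO cells carrying HIG-tagged alpha-DG that lacks glycosylation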
ABHD5 PLIN5 PPI: blocks binding of human ABHD5 to perilipin-5. inhibition, % at 4 µM. hit rate 0.78% among 360,000. Split G. princeps luciferase complementation, luminescence, 4 h. Q00G26+Q8WTS1;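 active = inhibition above the mean inhibition across every tested compound plus 3 SD, cut at about 22% in these data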;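 also: 0% = DMSO only wells and the 100% control is not disclosed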
Target sequence (Q00G26 whole entry, looked up): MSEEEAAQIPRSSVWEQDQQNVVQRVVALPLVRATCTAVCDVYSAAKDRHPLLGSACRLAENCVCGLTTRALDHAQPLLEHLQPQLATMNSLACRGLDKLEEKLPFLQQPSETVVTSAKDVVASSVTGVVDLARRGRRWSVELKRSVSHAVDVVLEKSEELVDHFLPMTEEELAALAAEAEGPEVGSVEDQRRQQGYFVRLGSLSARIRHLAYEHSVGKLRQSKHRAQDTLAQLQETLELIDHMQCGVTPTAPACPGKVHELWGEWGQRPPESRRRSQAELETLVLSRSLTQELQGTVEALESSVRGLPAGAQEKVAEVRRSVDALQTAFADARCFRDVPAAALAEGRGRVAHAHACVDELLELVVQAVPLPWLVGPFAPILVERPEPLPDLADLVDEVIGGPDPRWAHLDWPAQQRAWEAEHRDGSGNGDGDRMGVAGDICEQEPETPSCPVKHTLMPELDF
Target sequence (Q8WTS1 whole entry, looked up): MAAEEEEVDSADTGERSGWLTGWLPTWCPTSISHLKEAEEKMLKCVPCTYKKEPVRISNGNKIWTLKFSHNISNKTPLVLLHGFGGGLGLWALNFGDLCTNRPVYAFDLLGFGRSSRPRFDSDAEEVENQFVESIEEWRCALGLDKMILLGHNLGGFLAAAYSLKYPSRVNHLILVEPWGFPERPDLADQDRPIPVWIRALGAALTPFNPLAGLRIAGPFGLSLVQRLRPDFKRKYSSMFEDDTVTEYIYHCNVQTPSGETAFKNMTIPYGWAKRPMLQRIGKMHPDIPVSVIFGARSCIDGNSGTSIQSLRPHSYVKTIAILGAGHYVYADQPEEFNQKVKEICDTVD
Granule exo inh: lytic granule exocytosis inhibition; TALL-104 LAMP-1 surface exposure, flow cytometry; cells stimulated with thapsigargin and PMA; inhibition, % at 10 µM; hit rate 0.66% among 360,000;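 active = inhibition above about 55%, limit read from the data; inconclusive = no clear call, values can overlap the other calls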
ABCB6 inh 2: human ABCB6 transporter inhibition. K562-ABCB6 porphyrin accumulation, flow cytometry, 1 h; active compounds read low. hit rate 0.19% among 360,000. fluorescence ratio to DMSO, % at 10 µM. Q9NP58;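 active = fluorescence ratio to DMSO below 75%, the collection mean minus 3 SD; inconclusive = too few cells collected in the well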;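 also: signal is porphyrin accumulated inside mitochondria; 100% equals median channel fluorescence of DMSO control wells; lower ratio means ABCB6 inhibition with less porphyrin fluorescence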
The depositor's hits bear a star; ? = inconclusive; / = not tested or not shown.

SMILES	TLR9-MyD88 block	NOD2 RIPK2 PPI	MC4R antagonist	MC4R barr agon	Vif imaging	N-glyco inh	aDG glyco up	ABHD5 PLIN5 PPI	Granule exo inh	ABCB6 inh 2
Cc1cc(S(=O)(=O)NCC2CCCO2)c(C)cc1Br (stereo unspecified)	1	7	6	-0.4	-2	2	0.1	4	1	95
O=S(=O)(Nc1ccc(Cc2ccncc2)cc1)c1ccc(Cl)c(Cl)c1	0	1	9	-1.1	-12	-3	1.9	0	-6	93
CCc1nc(C)cc(N)c1OCc1ccccc1	-4	1	6	0.2	-2	1	0.4	6	8	93
O=C(CCc1nnc2ccc(N3CCC4(CC3)OCCO4)nn12)N1CCCCC1	14	-4	2	-2.5	-7	1	0.0	0	3	97
C=COCCNC(=O)C1CC(=O)N(c2ccc(C)cc2)C1 (stereo unspecified)	1	-5	-1	-2.2	-6	2	-0.1	-7	-1	97
CCCc1nnc(NC(=O)Cn2cnc3ccccc3c2=O)s1	5	-2	1	-1.5	-1	1	-0.2	3	8	90
Cc1noc(C)c1CCC(=O)Nc1cc(Cl)ccc1C(=O)O	-15	-5	-6	-1.4	4	0	-0.1	-8	0	103
CCOC(=O)c1cc(C(=O)NN)c(=O)[nH]c1C	4	1	16	-3.5	4	1	0.0	-3	-9	101
COC(=O)CNC(=O)c1ccc(OC2CCN(C(=O)C3CC3)CC2)cc1	-9	5	15	-2.1	-4	2	-0.1	1	-2	94
CC(C)(C)c1ccc(C(=O)Nc2ccccc2Cl)cc1	9	-1	9	0.6	-1	-17	2.1	-12	-1	96
COC(=O)C1=C(C(=O)OC)[C@@H]2N(C)c3ccccc3[C@@]23C[C@@H](C(=O)OC)N(C(=O)c2ccco2)C3=N1	6	-4	-4	0.2	/	8	0.1	-8	-3	101
C[C@H]1COC(=O)[C@@H](Cc2ccc(F)cc2)CC/C=C\C[C@H](CC(=O)NCCO)C(=O)N1	3	-1	7	-0.8	/	0	-0.2	1	-6	101
S=C(NCCC1=CCCCC1)NCc1ccco1	10	-1	4	-0.8	4	-1	0.8	-3	1	97
CC(=O)c1cccc(NC(=O)c2cc(-c3ccc(F)cc3)on2)c1	-2	-7	6	-0.9	20	4	0.1	4	-4	94
O=C(c1cc2ccccc2o1)N1CCN(c2ncccn2)CC1	-7	1	9	-0.2	4	-1	0.1	1	0	97
O=C(CCN=C1NS(=O)(=O)c2ccccc21)OCc1ccccc1	4	-1	12	-0.8	1	1	-0.1	-2	1	95
Cc1csc(SCC(=O)Nc2nnc(C)s2)n1	0	-5	0	-0.2	2	-1	0.0	0	-10	99
Cc1ccc2sc(N(CCCN(C)C)C(=O)CCS(=O)(=O)c3ccccc3)nc2c1C	8	12	-11	-3.9	-20	-17	-0.8	17	84*	104
O=C(O)c1ccc2c(c1)[C@@H]1C=CC[C@@H]1[C@H](c1ccccn1)N2	-6	3	-6	-2.7	-2	2	-0.2	5	-2	103
Cc1cc(S(=O)(=O)N2CCN(c3ccccn3)CC2)c(C)cc1Cl	-14	-6	-5	-1.1	9	1	-0.1	3	-3	102
Cc1cccc(-c2cnc(C(O)c3ccc(F)c(C)c3)[nH]2)c1 (stereo unspecified)	/	-8	-1	2.1	?	-1	-0.2	-7	-3	99
O=c1ccc2ccc(OCCOc3cccc(Cl)c3)cc2o1	-6	-17	1	1.9	-3	4	-0.1	2	5	95
CCOc1ccc(-c2nc3scc(-c4cccs4)c3c(=O)[nH]2)cc1	-3	-12	-2	28*	-1	1	-0.5	-1	0	108
CC(C)(C)NC(=O)c1nn2c(C(F)(F)F)cc(-c3ccccc3)nc2c1Br	-4	-8	22	2.0	10	2	0.1	-2	-12	97
Cc1ccc(S(=O)(=O)Cn2nnnc2CN2CCN(C(=O)c3ccco3)CC2)cc1	0	-3	6	-3.4	/	1	-0.1	0	8	108
Oc1ccc(Br)cc1CN1CCCCCCC1	0	-14	6	-1.0	3	0	0.5	-2	-2	112
COc1cccc(C(=O)NCC(=O)N/N=C/c2cn[nH]c2-c2ccccc2)c1	3	-5	2	-1.8	0	-2	0.0	4	-4	100
CC(C)[C@H](NC(=O)c1ccccc1)C(=O)OCC(=O)Nc1ncc(Cl)cc1Cl	-4	-14	2	2.4	10	-2	0.0	-8	-2	97
Cc1ccc(Cc2c(C)nc3nc(SCC(=O)NCCN4CCOCC4)nn3c2C)cc1	3	-1	1	-0.1	8	0	0.1	0	-2	94
CCN(CC)c1ccc(S(=O)(=O)N2CCOCC2)cc1NC(=O)CSc1cccc[n+]1[O-]	5	-7	6	0.1	-5	6	-0.1	1	2	98
OCCN(Cc1ccccc1)CC(O)COc1ccc(-c2ccccc2)cc1 (stereo unspecified)	-9	-12	9	6.5	-4	-3	2.5	10	39	95
O=C(COC(=O)CCS(=O)(=O)c1ccccc1)NNC(=O)c1ccc([N+](=O)[O-])cc1	-9	-4	1	0.4	8	2	-0.1	-1	-7	99
COc1ccc(NC(=O)c2cc(S(=O)(=O)N3CCS(=O)(=O)CC3)ccc2Cl)cc1	6	6	16	-3.3	-12	0	0.3	1	0	91
O=C(Oc1ccc(C(=S)N2CCOCC2)cc1)c1cccc([N+](=O)[O-])c1	0	4	-1	1.1	14	0	-0.1	-3	0	102
O=C(NCc1cccnc1)c1ccc(COc2ccc3c(c2)CCC3)o1	4	6	5	-2.1	/	-1	1.7	-2	0	99
CCOc1ccc(NC(=S)NNC(=O)c2ccc(Br)cc2)cc1	-3	-6	-3	0.2	-5	0	-0.1	-10	-3	93
O=C(O)c1cc(NC(=O)c2ccc(Cl)c([N+](=O)[O-])c2)cc(C(=O)O)c1	-17	2	5	-3.4	4	1	-0.2	7	-3	102
N#Cc1c(N)n(CCNC(=O)c2ccccc2)c2nc3ccccc3nc12	-5	-3	20	-0.9	-11	9	-0.2	-9	1	100
c1ccc(Cc2nnc3sc(-c4ccncc4)nn23)cc1	-4	-3	-5	-0.3	-5	-4	-0.2	0	1	112
O=[N+]([O-])c1ccc(N2CCSCC2)cc1	-9	-10	-4	0.0	-8	2	0.7	-1	-4	97
On1onc2c3cc(-c4ccccc4)nc3ccc21	2	7	14	-0.1	10	-8	0.3	-2	3	105
O=C(NCCCn1ccnc1)C1c2ccccc2Oc2ccccc21	-8	2	-3	2.9	3	-2	0.2	2	-1	95
CCCC(=O)N(c1ccc2oc(=O)sc2c1)S(=O)(=O)c1ccccc1	6	4	-11	-0.3	-4	1	-0.3	8	4	96
O=C(Cc1ccccc1)NCc1nc2ccccc2[nH]1	6	-9	-2	-0.5	-3	3	-0.2	-2	0	98
CC(C)N(C)CCOC(=O)/C=C/c1ccccc1	3	-2	5	1.2	-1	1	-0.3	-5	-7	98
CN(Cc1ccccc1)S(=O)(=O)c1ccc(Cl)c(C(=O)NCc2ccc3c(c2)OCO3)c1	6	-1	4	1.2	-8	-3	0.4	-4	6	99
CC[C@H](C)[C@H]1CNC(=S)N1CC1CCN(CCC(C)C)CC1	-6	0	2	-1.6	-5	1	0.0	-7	-2	98
COc1cccc(-c2cc(C(F)(F)F)n3ncc(C(=O)NCC4CCCO4)c3n2)c1 (stereo unspecified)	-6	6	5	2.5	-7	0	-0.2	-4	7	149
Cc1cc(C)cc(C(=O)OCC(=O)NCc2cccs2)c1	5	-1	-6	2.0	-4	8	0.0	4	-4	98
O=C(Nc1ccc(F)cc1)c1ccccc1NC(=O)C1CC=CCC1C(=O)O (stereo unspecified)	-8	-12	3	-3.5	-3	2	0.0	8	-2	102
COc1ccc(/C=N/Nc2cc(N3CCOCC3)ncn2)c(OC)c1	5	6	4	0.2	2	12	-0.1	5	-1	102
O=C(c1cc2ccccc2oc1=O)N1CCN(CCc2ccccc2)CC1	1	1	5	-0.7	0	0	0.0	5	0	91
O=C(N/N=C/c1coc2ccccc2c1=O)c1ccccc1Br	0	4	-6	-2.4	-8	-1	0.0	-6	5	89
Cc1ccn2c(=O)nc(SCc3cccc(C(F)(F)F)c3)nc2c1	-2	-4	5	-2.0	-6	8	0.1	-5	-1	103
CC(C)c1ccc(S(=O)(=O)/N=C2/C=C(Sc3ncn[nH]3)C(=O)c3ccccc32)cc1	10	2	29*	-0.7	11	4	0.3	15	98*	102
Cc1cc(=O)oc2c3c(cc(OCC(=O)NC4CC4)c12)OC(C)(C)CC3	-6	-6	10	-1.3	7	8	-0.1	2	2	81
O=C(c1sccc1-c1ccccc1)N1CCN(S(=O)(=O)c2ccccc2F)CC1	-1	-2	-5	0.6	3	-3	0.4	-6	0	99
O=C(O)Cc1ccc(NC(=O)c2cccc(NC(=O)c3ccco3)c2)cc1	8	-3	-2	1.8	-14	0	0.1	11	4	92
O=C(Nc1cccnc1)c1cc(-c2ccc(Br)cc2)nc2ccccc12	4	-3	-3	4.2	9	10	0.1	-1	-6	95
CC1=C(C(=O)N(C)C)CC(CC(=O)NCCCCc2ccccc2)C(=O)N1Cc1ccc(F)cc1 (stereo unspecified)	-4	-11	-1	0.4	8	0	-0.1	0	-2	98

A different layout for some results above.
Compound,TLR9-MyD88 block,NOD2 RIPK2 PPI,MC4R antagonist,MC4R barr agon,Vif imaging,N-glyco inh,aDG glyco up,ABHD5 PLIN5 PPI,Granule exo inh,ABCB6 inh 2
O=C(Nc1ccc(F)cc1)c1ccccc1NC(=O)C1CC=CCC1C(=O)O (stereo unspecified),-8,-12,3,-3.5,-3,2,0.0,8,-2,102
COc1ccc(/C=N/Nc2cc(N3CCOCC3)ncn2)c(OC)c1,5,6,4,0.2,2,12,-0.1,5,-1,102
O=C(c1cc2ccccc2oc1=O)N1CCN(CCc2ccccc2)CC1,1,1,5,-0.7,0,0,0.0,5,0,91
O=C(N/N=C/c1coc2ccccc2c1=O)c1ccccc1Br,0,4,-6,-2.4,-8,-1,0.0,-6,5,89

The list goes on.
SMILES	TLR9-MyD88 block	NOD2 RIPK2 PPI	MC4R antagonist	MC4R barr agon	Vif imaging	N-glyco inh	aDG glyco up	ABHD5 PLIN5 PPI	Granule exo inh	ABCB6 inh 2
COc1ccc(NC(=O)CSc2nnnn2C2CC2)cc1S(=O)(=O)N1CCOCC1	-11	-7	1	1.0	7	2	0.4	-2	-5	98
CC1(C(=O)OCC(=O)NC(=O)NCc2ccccc2)CC1(Cl)Cl (stereo unspecified)	4	-4	5	0.5	-9	2	0.2	-3	-12	103
CC(NC(=O)C1CC12CCC2)c1ccccc1 (stereo unspecified)	-3	-7	8	0.8	-1	0	0.0	-2	-2	102
O[C@@H]1C[C@H](c2ccccc2)N(Cc2cccs2)C[C@H]1n1cc(C2CC2)nn1	-1	-9	19	1.6	0	0	0.1	1	0	94
CC(C)CC(=O)Nc1ccc(-c2nc3ccccc3c(=O)o2)cc1	-2	0	10	-1.1	-1	0	-0.2	-4	0	99
CCC(C)NC(=O)c1ccccc1NC(=O)c1ccc(CSc2ccccc2)cc1 (stereo unspecified)	-4	2	-9	-0.7	-3	-6	0.8	-5	2	99
COc1cccc(N2CCN(C(=S)Nc3ccccc3OC)CC2)c1	-7	-2	4	-1.3	16	1	0.2	0	11	93

Not all compounds are listed; rates above refer to the full screens.
